High-throughput results as filed in PubChem BioAssay.
Yeast lifespan up = compounds extending yeast replicative lifespan, primary screen, S. cerevisiae, OD615 | S. cerevisiae growth with nicotinamide; deaD strain in restrictive glucose medium | inhibition of the nicotinamide effect, % at 10 µM | actives 0.68% (n = 130,000) | AID 775, 2007;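 active = inhibition above a set limit, placed 3 SD over the median of all compounds, cut at about 26% in these data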;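 also: 0% = nicotinamide-treated wells and 100% = cells grown without nicotinamide; some compounds called inactive have numbers as strong as hits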
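assay system = DeaD-strain S. cerevisiae | measured by = absorbance at 615 nm | probe or stimulus = nicotinamide 1.5 mM | buffer or medium = CSMM-D glucose medium, restrictive | times = 48 h at 30 °C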
E-sel TNF inh = E-selectin induction blockers in HUVEC – imaging, immunofluorescence, high content, primary screen | actives 0.71% (n = 120,000) | HUVEC TNFa-induced E-selectin immunofluorescence | inhibition, % at 2 µM;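 active = inhibition above the batch mean plus 3 SD, and confirmed as a hit on visual image review, cut at about 43% in these data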;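 also: 0% = TNF-stimulated DMSO wells and 100% = unstimulated control wells; not every result past the cut was called active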
Measles CPE = compounds protecting cells from measles virus cytopathic effect, primary screen, measles RdRp inhibitor project, single point, MLSMR library, absorbance. Measles virus-infected cells, CPE protection. protection (pct of control), % at 4 µM. actives 1.5% (n = 140,000). AID 841, 2007; in the data active = protection mostly above about 24%, no sharp cut-off; inactive = mostly below about 26%; also: some compounds called inactive have numbers as strong as hits
Phagocyt inh = inhibitors of macrophage phagocytosis, primary screen, imaging, J774A.1 cells, IgG beads; J774A.1 macrophage IgG-bead phagocytosis; inhibition, % at 5 µM; actives 0.07% (n = 110,000);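 active = inhibition above the mean of the plate negative controls plus 5 SD, cut at about 13% in these data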;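 also: phagocytic index as fraction of beads internalized from green versus red external bead signal; plate controls were DMSO negative control for no effect and cytochalasin-D positive control for full effect; some results beyond the cut were filed as inactive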
NPY-Y2 antag = NPY-Y2 receptor antagonists, primary screen, cell-based; Neuropeptide Y receptor type 2 (Homo sapiens), P49146; NPY-Y2 expressing cells, antagonist mode; inhibition, % at 2.7 µM; AID 793, 2007; actives 0.99% (n = 140,000); in the data active = inhibition above about 17%;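 also: 0% = vehicle with agonist challenge and 100% = reference antagonist with challenge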
Target sequence (P49146 whole entry, looked up): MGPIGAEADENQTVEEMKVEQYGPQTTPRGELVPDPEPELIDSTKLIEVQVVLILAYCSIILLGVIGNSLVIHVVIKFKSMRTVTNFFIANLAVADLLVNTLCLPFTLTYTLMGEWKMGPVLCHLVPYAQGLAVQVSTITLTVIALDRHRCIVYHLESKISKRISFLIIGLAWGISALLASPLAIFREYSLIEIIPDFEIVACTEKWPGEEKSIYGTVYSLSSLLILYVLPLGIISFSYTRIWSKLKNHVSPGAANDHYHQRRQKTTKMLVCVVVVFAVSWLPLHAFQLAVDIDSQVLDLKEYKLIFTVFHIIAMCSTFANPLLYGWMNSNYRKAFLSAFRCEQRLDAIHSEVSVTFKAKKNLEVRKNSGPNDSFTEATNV
MRP-1 activ = H69AR viability gain despite doxorubicin, primary screen, MRP-1 activator project, H69AR cells, CellTiter-Glo | actives 0.61% (n = 140,000) | viability rescue | viability increase, % at 10 µM | AID 799, 2007;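 active = viability gain under doxorubicin at or above a set limit, the compound median plus 3 SD, cut at about 4.7% in these data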;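 also: MRP-1 overexpressing cells given doxorubicin 25 µM after compound pretreatment; 18-22 h compound pretreatment then 72 h with doxorubicin before readout; 0% = doxorubicin-only wells and 100% = vehicle-treated cells without doxorubicin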
HCT116 bCat-KO = primary screen for growth suppressors in beta-catenin knockout HCT116 cells (colon tumor, human) | HCT116 beta-catenin knockout viability, CellTiter-Glo, 60 h; hits give low values | viability, % at 10 µM | actives 1.5% (n = 140,000) | AID 818, 2007;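 active = viability at or under a set limit, the compound median less 4 SD, cut at about 6% in these data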;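 also: 0% = Hyamine 1622 control at 20 µM and 100% = untreated cell control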
GALR2 antag = GALR2 antagonists in receptor-expressing cells, primary screen. AID 828, 2007. actives 0.39% (n = 140,000). antagonist mode. inhibition, % at 4 µM. Galanin receptor type 2 (Homo sapiens), O43603; in the data active = inhibition above about 27%;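 also: cells stimulated with galanin 1-16 at roughly its EC80; 0% = agonist challenge control and 100% = basal control without agonist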
Target sequence (O43603 whole entry, looked up): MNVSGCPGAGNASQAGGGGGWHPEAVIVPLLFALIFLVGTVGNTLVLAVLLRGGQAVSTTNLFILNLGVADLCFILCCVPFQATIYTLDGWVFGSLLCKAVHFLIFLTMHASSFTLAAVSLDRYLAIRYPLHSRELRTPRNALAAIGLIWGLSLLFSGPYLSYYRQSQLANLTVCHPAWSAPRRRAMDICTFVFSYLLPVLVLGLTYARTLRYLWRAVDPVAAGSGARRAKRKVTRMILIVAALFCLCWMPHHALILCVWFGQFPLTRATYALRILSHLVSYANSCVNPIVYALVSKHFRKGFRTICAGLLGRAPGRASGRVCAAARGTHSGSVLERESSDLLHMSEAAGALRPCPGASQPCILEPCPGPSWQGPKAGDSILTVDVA
HCT116 PTEN-null = growth suppression of PTEN-null HCT116, primary screen, cell-based, CellTiter-Glo; actives 1.2% (n = 140,000); HCT116 PTEN-null viability, 60 h; hits give low values; viability, % at 10 µM;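 active = viability at or below a set limit, 4 SD under the median of all tested compounds, cut at about 3.7% in these data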;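 also: PTEN knockout HCT116 line with beta catenin targeted HCT116 as companion control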
Yeast growth inh = growth inhibitors of yeast BB579 in restrictive medium, primary screen, yeast lifespan-shortening project, S. cerevisiae; OD615, 48 h; inhibition, % at 10 µM; actives 0.51% (n = 140,000); AID 804, 2007;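 active = inhibition above a set limit, 3 SD over the mean compound inhibition, cut at about 44% in these data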; also: inactives centre near -24
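System: DeaD yeast strain BB579; buffer or medium: CSMM-D dextrose restrictive medium; technique: OD at 615 nm; schedule: 4 h cell preincubation, 48 h compound exposure, 30 °C humidified; doses: single 10 µM dose; controls: amphotericin B 10 µg/mL, positive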
* = called active by the depositor; nt = not tested or not shown.

SMILES | Yeast lifespan up | E-sel TNF inh | Measles CPE | Phagocyt inh | NPY-Y2 antag | MRP-1 activ | HCT116 bCat-KO | GALR2 antag | HCT116 PTEN-null | Yeast growth inh
CC1CCN(CC(=O)Nc2ccccc2C#N)CC1 | 0 | 43 | 4 | -1 | 1 | -1.1 | 91 | 0 | 95 | -27
CC(=C/c1ccco1)/C=N/NC(=O)CSc1nnc(SCc2ccc(C)cc2)s1 | -2 | 18 | 3 | -11 | 10 | 2.4 | 106 | -4 | 100 | 4
CCNC(=O)COC(=O)CCC(=O)c1cccs1 | 2 | 9 | 6 | 16 | 0 | -1.9 | 99 | 6 | 97 | -43
CCOC(=O)C(C)Sc1nnc(-c2ccccc2O)n1-c1ccc(C)cc1 (centres undefined) | 0 | -10 | 7 | -1 | 11 | -3.2 | 92 | -6 | 89 | -24
O=C1Nc2ccc([N+](=O)[O-])cc2C1(O)N1CCCCC1 (centres undefined) | -4 | -78 | 12 | 2 | 5 | -1.7 | 87 | 4 | 105 | -40
CN1/C(=C\C(=O)CSc2nnc(N)s2)C(C)(C)c2ccccc21 | -3 | -3 | 2 | 0 | 6 | -1.7 | 75 | 3 | 83 | -49
CCOC(=O)C1CCN(c2c(N3CCN(c4ccccc4OC)CC3)c(=O)c2=O)CC1 | -2 | 4 | 11 | 0 | 2 | -3.4 | 82 | 5 | 90 | -26
NC(=O)C1(N2CCCCC2)CCN(c2nc(-c3ccc(Br)cc3)cs2)CC1 | -14 | -6 | 2 | -1 | 0 | -0.5 | 59 | -1 | 41 | -41
O=C(CSc1nnc(CNc2cccc(Cl)c2)o1)OC1CCCCC1 | 5 | 9 | 6 | nt | 1 | -0.9 | 95 | -3 | 100 | -27
CCN(CC(=O)Nc1ccccc1OC)C(=O)Cn1cnc2ccccc2c1=O | -1 | -14 | 21 | 1 | -2 | -2.1 | 90 | -2 | 94 | -31
N#Cc1cc2c(nc1SCC(=O)Nc1nccs1)CCCCC2 | 11 | 14 | 34* | 2 | 4 | -0.9 | 82 | 2 | 91 | -42
COc1ccccc1CC(=O)Nc1cc(Cl)ccc1O | -4 | -2 | 6 | 0 | 0 | -2.9 | 100 | 1 | 94 | -15
COc1ccc2cc(C(=O)COC(=O)COc3ccc4c(C)cc(=O)oc4c3)ccc2c1 | -1 | 12 | 20 | 4 | 5 | 1.6 | 101 | 4 | 95 | -15
CC1CCC(NC(=O)c2ccc(/C=C3\Oc4ccccc4N(C)C3=O)cc2)CC1 (centres undefined) | 1 | nt | 1 | 2 | 3 | -3.4 | 66 | -2 | 11 | -39
O=C(CN1CCN(c2ccccn2)CC1)N1CCc2ccccc21 | -1 | nt | 21 | -7 | 1 | -3.0 | 91 | -8 | 94 | -26
O=C(Cn1c(=O)n(CCC(=O)N2CCc3ccccc3C2)c(=O)c2ccccc21)NCC1CCCO1 (centres undefined) | -8 | 8 | 3 | 0 | 0 | -1.0 | 95 | 2 | 100 | -60
Cc1cc(NC(=O)c2ccc(NC(=O)CC(C)C)cc2)no1 | -12 | -7 | 11 | 0 | 3 | -0.7 | 105 | -12 | 96 | 20
CS(=O)(=O)N1CCC(C(=O)Nc2ccccc2Sc2ccccc2)CC1 | -6 | 24 | 17 | -1 | -1 | 1.8 | 93 | -3 | 101 | -26
CCc1ccc(OCC(=O)Nc2ccc(CN3CCCCC3)cc2)cc1 | -4 | 6 | 5 | 0 | 10 | 2.2 | 99 | -12 | 104 | -42
Cn1c(=O)n(Cc2ccco2)c(=N)c2c3c(sc21)CCC3 | 0 | -2 | 5 | -2 | 2 | -2.2 | 90 | 11 | 87 | -60
COc1cccc(/C=C/C(=O)OCC(=O)Nc2cccc(S(=O)(=O)N3CCCCC3)c2)c1OC | -4 | 2 | 8 | -3 | 4 | -1.1 | 101 | -3 | 92 | -18
O=C(/C=C/Nc1ccc(F)c(F)c1)c1ccc(Br)cc1 | -2 | 12 | 6 | -3 | 3 | -2.1 | 89 | -12 | 81 | -72
C/C(=N\NC(=O)c1ccc(NS(=O)(=O)c2cccs2)cc1)c1ccc(C(C)(C)C)cc1 | 0 | -16 | 17 | -4 | -1 | -6.3 | 61 | -3 | 63 | -36
COc1ccc(-c2ccc(-c3noc(-c4ccccc4)n3)c(OC)n2)cc1 | -7 | -12 | 6 | 0 | 10 | -1.7 | 85 | 0 | 82 | -47
Cc1ccccc1Cn1c(=N)n(CC(=O)c2ccco2)c2ccccc21 | -2 | -20 | 3 | nt | 13 | -1.1 | 48 | 2 | 50 | -70
CCCc1nc(SCC(=O)Nc2cc(C)on2)c2ccccc2n1 | -21 | nt | 5 | 0 | 5 | -5.4 | 80 | 9 | 73 | -35
O=C(CSc1oc(-c2cccs2)nc1S(=O)(=O)c1ccc(F)cc1)NCC1CCCO1 (centres undefined) | -8 | 5 | 19 | 0 | 1 | -3.1 | 101 | 6 | 101 | -14
COc1ccccc1N(C)S(=O)(=O)c1ccc(C(=O)NCC(C)C)cc1 | -4 | 13 | 11 | 0 | 4 | -1.2 | 98 | -5 | 101 | -31
COCC(=O)N(Cc1ccco1)c1nnc(C2CCOC2)s1 (centres undefined) | -8 | 13 | 10 | 0 | 1 | -1.2 | 98 | -2 | 93 | -31
COc1ccc(OCc2nnc3n2N=C(c2ccc(Br)cc2)CS3)cc1 | -5 | -1 | 11 | -1 | 17 | 0.1 | 73 | -8 | 64 | 10
COc1ccccc1OCc1nnc(SCC(=O)N2CCCCC2)n1-c1ccccc1 | -5 | nt | 28 | 0 | -2 | -2.8 | 85 | -8 | 89 | -11
COc1cc(-c2nnc(COC(=O)CSc3cc(C)c4ccccc4n3)o2)cc(OC)c1OC | -5 | 6 | 9 | -1 | 4 | -3.4 | 92 | 4 | 96 | -1
CCCCNC(=O)[C@H](Cc1c[nH]c2ccccc12)NC(=O)c1ccccc1Cl | 9 | nt | 2 | -2 | 0 | -2.4 | 101 | -12 | 94 | -15
O=C(CCn1c(=S)[nH]c2ccccc2c1=O)NCC1CCCO1 (centres undefined) | -2 | -11 | 29 | nt | 6 | 0.7 | 97 | -4 | 101 | -25
CCOC(=O)c1cc(CC)sc1NC(=O)c1ccc(N2CCOCC2)c([N+](=O)[O-])c1 | -4 | 13 | 5 | 2 | 3 | -4.6 | 30 | 7 | 32 | -43
O=C(CC(Nc1cccc(Cl)c1Cl)C(=O)OCC(=O)c1cccs1)c1ccccc1 (centres undefined) | -5 | nt | 7 | -4 | 1 | 2.3 | 87 | 4 | 96 | -3
CC1CCC(NC(=O)c2ccc3nc[nH]c3c2)CC1 (centres undefined) | -3 | 5 | 17 | -1 | 1 | -1.9 | 93 | 12 | 84 | -30
Cc1ccccc1OCc1nnc(SCC(=O)N2c3ccccc3Sc3ccc(Cl)cc32)o1 | -7 | nt | 18 | -2 | 2 | 0.8 | 88 | -11 | 75 | -68
CCOC(=O)NC(CC(=O)O)c1ccc(OC)c(OC)c1 (centres undefined) | -4 | 4 | 30 | 1 | 1 | -0.8 | 91 | 4 | 83 | -37
COCCn1c(-c2ccco2)nc2nc3ccccc3nc21 | -31 | nt | 17 | nt | -1 | -2.0 | 79 | -1 | 74 | -21
CC(C)n1c(=S)[nH]c2ccccc21 | -15 | nt | 5 | 0 | 2 | -1.7 | 93 | -5 | 90 | 0
CCCn1nc(NS(=O)(=O)c2ccccc2)c2cc3ccccc3nc21 | nt | nt | 13 | 0 | nt | -1.2 | 97 | nt | 97 | -47
CC1(C)Cc2ccccc2C(=C(C#N)C#N)N1 | -5 | -14 | 27 | -5 | -2 | -1.8 | 85 | 13 | 108 | 4
COC(=O)c1ccccc1NC(=O)CSc1nnc(-c2ccncc2)o1 | -14 | -47 | nt | 0 | 2 | -1.0 | 94 | 9 | 86 | -23
Fc1ccccc1COc1ccc(Br)cc1CNCc1ccncc1 | -13 | -11 | 4 | 1 | 4 | -0.2 | 62 | -4 | 61 | -39

Quoted at random: 2 compounds from above
SMILES | Yeast lifespan up | E-sel TNF inh | Measles CPE | Phagocyt inh | NPY-Y2 antag | MRP-1 activ | HCT116 bCat-KO | GALR2 antag | HCT116 PTEN-null | Yeast growth inh
COc1ccccc1OCc1nnc(SCC(=O)N2CCCCC2)n1-c1ccccc1 | -5 | nt | 28 | 0 | -2 | -2.8 | 85 | -8 | 89 | -11
Fc1ccccc1COc1ccc(Br)cc1CNCc1ccncc1 | -13 | -11 | 4 | 1 | 4 | -0.2 | 62 | -4 | 61 | -39

More records:
SMILES | Yeast lifespan up | E-sel TNF inh | Measles CPE | Phagocyt inh | NPY-Y2 antag | MRP-1 activ | HCT116 bCat-KO | GALR2 antag | HCT116 PTEN-null | Yeast growth inh
COc1ccc(-c2nn(-c3ccccc3)cc2/C=N/N=C(N)N)cc1OC | -2 | nt | 13 | 1 | 1 | -5.4 | 1.6* | 9 | 1.2* | -41
O=C(CN1C(=O)COc2ccccc21)N1CCc2ccccc21 | -8 | nt | 6 | 0 | 1 | -3.6 | 102 | 1 | 93 | -30
Cc1ccc(NS(=O)(=O)c2cccc(C(=O)N/N=C/c3ccc4c(c3)OCCO4)c2)c(C)c1 | 0 | nt | 15 | -5 | 4 | -0.8 | 98 | -3 | 87 | -24
CC(C)Oc1ccc(CC2CCC(=O)N(C)C2=O)cc1 (centres undefined) | -1 | nt | 9 | -10 | 3 | -1.3 | 100 | 5 | 97 | -29
COc1cc(/C=C(/C#N)c2ccccc2)ccc1Oc1ccc([N+](=O)[O-])cn1 | -10 | nt | 11 | 0 | 2 | 2.6 | 53 | 0 | 57 | -28
O=C(COc1ccc(Br)cc1)Nc1ccncc1 | -5 | -39 | 5 | -2 | -1 | 0.1 | 85 | -4 | 93 | -82
CC(=O)Nc1nc(=S)ss1 | 9 | -3 | 13 | 0 | 0 | -2.0 | 97 | 4 | 95 | -41
Cc1ccc(C(=O)NCc2ccccn2)c(Cl)c1 | -15 | 24 | 28 | -4 | 1 | -0.7 | 97 | -8 | 88 | -7
O=C(c1n[nH]c2c1CCCC2)n1ccnc1 | -8 | -26 | 11 | -1 | 1 | -0.9 | 96 | 5 | 97 | -73
CCOC(=O)c1cnc2ccc(OC)cc2c1NCCc1ccc(OC)c(OC)c1 | 0 | -3 | 4 | -9 | 13 | -2.5 | 53 | -6 | 62 | -38
COc1ccc(CCNCc2csc3nc4ccccc4n23)cc1OC | -3 | 6 | 3 | 0 | 1 | -0.3 | 68 | -5 | 93 | -85
O=C(NCc1ccc2c(c1)OCO2)c1ccc(C2SCC(=O)N2Cc2ccco2)cc1 (centres undefined) | -8 | -15 | 8 | 0 | 0 | -3.6 | 101 | -20 | 92 | -47
O=C(Nc1ccc(Cl)cc1)N1CC=CCC1 | -10 | -39 | 9 | -1 | 6 | 1.0 | 86 | 12 | 81 | -29
Cc1ccc(N(c2ncnc(N)c2[N+](=O)[O-])C2CCCCC2)cc1 | 4 | 2 | 6 | nt | 0 | -2.5 | 90 | 12 | 78 | -39
